HIF-2a block – HIF-2a inhibition | 786-0 RCC cells HIF-2a reporter, luciferase luminescence, overnight | inhibition, % at 18.8 µM | 360,000 compounds, 0.72% hits;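 active means inhibition of the luminescence signal of 40% or more relative to plate controls, in a single-dose primary screen at 18.75 µM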
NR2E3 ag-1 – activates human NR2E3 receptor. 360,000 compounds, 0.35% hits. CHO-S Gal4-NCOR/VP16-NR2E3 two-hybrid, luciferase. AID 602229. inhibition of corepressor binding, % at 3.98 µM. Q9Y5X4;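 active means inhibition above the mean of all tested compounds plus 3 SD, cut at about 70% in these data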;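 further: 0% = DMSO with NR2E3 transfected cells and 100% = cells lacking NR2E3 construct; higher means lower luciferase signal from less NR2E3 corepressor binding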
Target sequence (Q9Y5X4 whole entry, looked up, the tested form may be a part): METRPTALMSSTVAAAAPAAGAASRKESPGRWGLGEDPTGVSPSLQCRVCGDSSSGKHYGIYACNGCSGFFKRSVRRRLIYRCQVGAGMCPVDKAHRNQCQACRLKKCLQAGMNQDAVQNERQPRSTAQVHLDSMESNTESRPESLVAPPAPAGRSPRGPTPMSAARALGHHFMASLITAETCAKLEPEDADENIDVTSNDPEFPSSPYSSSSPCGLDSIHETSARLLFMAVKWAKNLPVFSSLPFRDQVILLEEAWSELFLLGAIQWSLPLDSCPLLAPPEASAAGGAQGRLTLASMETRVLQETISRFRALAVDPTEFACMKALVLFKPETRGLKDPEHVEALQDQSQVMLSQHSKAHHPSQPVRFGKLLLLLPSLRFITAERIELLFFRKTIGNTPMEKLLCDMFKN
KKLEB cytotox – reduces viability of KKLEB cystic fibrosis airway cells | KKLEB CF airway cells viability, ATPlite luminescence, overnight; stronger effect = lower value; cells stimulated with P. aeruginosa culture filtrate | activity change (cytotoxicity), % at 5 µM | 360,000 compounds, 0.36% hits | AID 602141;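 active means corrected activity change at or below -50% at 5 µM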
Shn3 inh set2 – inhibitors of Schnurri-3 3'UTR reporter in osteoblasts; Clone20 osteoblast Shn3 3'UTR firefly luciferase, 24 h; inhibition, % at 12.5 µM; 360,000 compounds, 0.52% hits; AID 588674;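 active means mean inhibition of at least 75% with every replicate also reaching 75%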;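 further: 0% = median of neutral control wells and 100% = pilot-screen positive control compound; some compounds past the cut are filed as inactive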
iPSC survival up – increases survival of single human iPS cells. hiPSC single-cell survival, ATPlite luminescence; 100% = ROCK inhibitor wells, 0% = DMSO. survival enhancement, % at 20 µM. 360,000 compounds, 0.044% hits. AID 602274; in the data active means survival enhancement above about 18%;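 further: cells exposed to compounds for 16 hours before the ATP read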
NR2E3 ag-2 – activates human photoreceptor nuclear receptor NR2E3. Q9Y5X4. GST-NR2E3/biotin-RetCOR TR-FRET, 1536-well. inhibition of corepressor binding, % at 4.78 µM. 320,000 compounds, 0.12% hits. AID 2300;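 active means percent inhibition above the cutoff of mean plus 3 SD of all tested compounds, set per screening campaign, cut at about 20% in these data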;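 further: 0% = DMSO wells and 100% = biotin wells as full block of FRET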
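system = GST-tagged NR2E3 plus biotinylated RetCOR corepressor | input = 1.35 nM GST-NR2E3 | also added = 7 nM biotin-RetCOR | schedule = 5 h incubation at 4 °C | measured by = TR-FRET with europium anti-GST and streptavidin-D2, 340 nm excitation | read-out = percent loss of FRET ratio relative to control wells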
TRPM1 prom inh – reduces MITF-dependent TRPM1 promoter luciferase signal | inhibition, % at 12.5 µM | 330,000 compounds, 0.83% hits | SK-MEL-5 TRPM1 promoter luciferase, 24 h;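 active means mean inhibition across replicates of 60% or more, whatever share of single replicates reaches that level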; further: values of inactives mirror those of a sister screen read the other way
CF NFkB inh – blocks PAF-induced NF-kB reporter in cystic fibrosis cells | KKLEB NF-kB-GFP reporter, GFP fluorescence overnight | inhibition, % at 5 µM | 360,000 compounds, 0.86% hits;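 active means at least 50% inhibition at 5 µM, scaled per plate between neutral and stimulator controls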;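 further: PAF is a Pseudomonas aeruginosa culture filtrate used as stimulus; plate controls were PAF-stimulated DMSO wells for no effect and unstimulated DMSO wells for full effect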
Peg3 promoter – Peg3 promoter activity inhibition; HeLa PEG-Prom luciferase reporter, luminescence, overnight; inhibition, % at 20 µM; 360,000 compounds, 1.7% hits;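 active means inhibition of at least 50% at 20 µM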
LMP1 NFkB inh – inhibitors of Epstein-Barr LMP1-induced NF-kappaB reporter; inhibition, % at 12.5 µM; 350,000 compounds, 0.69% hits; LMP1-induced NF-kappaB luciferase reporter cells, luminescence; AID 504558; in the data active means inhibition above about 41%;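 further: 0% = neutral control wells and 100% = reference inhibitor control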
C8 TRAIL sens – caspase-8 TRAIL sensitization | NB7+C8 cells + TRAIL, ATPlite viability luminescence | inhibition (viability loss, TRAIL sensitization), % at 10 µM | 360,000 compounds, 1% hits;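 active means compounds causing at least 50% loss of cell viability in the single-dose screen, relative to plate controls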
* = called active by the depositor; x = not tested or not shown.

SMILES	HIF-2a block	NR2E3 ag-1	KKLEB cytotox	Shn3 inh set2	iPSC survival up	NR2E3 ag-2	TRPM1 prom inh	CF NFkB inh	Peg3 promoter	LMP1 NFkB inh	C8 TRAIL sens
CCN(C(=O)CSc1n[nH]c(N)n1)c1cccc2ccccc12	5	-6	2	13	-0.2	x	x	4	24	1	-4
CCC(c1nc2ccccc2[nH]1)N(C(=O)C1=NNC(=O)CC1)c1ccccc1 (configuration not stated)	16	-11	-18	-11	0.0	x	x	-7	9	x	-1
Cc1ccc2nc(Cl)c(C3CC(c4ccco4)=NN3C(=O)CCCC(=O)O)cc2c1 (configuration not stated)	26	-6	-6	7	-0.5	2	-1	15	9	-2	5
CCOC(=O)C12CNC(=O)C(C(=O)OCC)(CNC1=O)C2	17	2	-5	21	2.0	5	6	4	6	-7	6
CCOC(=O)c1cnc(SCC(=O)Nc2ccc(NC(C)=O)c(OC)c2)nc1N	9	4	-8	-2	-0.7	1	2	-14	11	3	-5
O=C(NC1CCCCC1)C(c1ccc(F)cc1)N(C(=O)c1csnn1)C1CCCC1 (configuration not stated)	9	-26	10	8	0.5	3	-1	-22	1	-5	-8
CCN(CC)CCCNC(=O)c1cc2nc3c(c(C(F)(F)F)n2n1)CCc1ccccc1-3	-2	-6	-16	-15	-1.4	5	-21	11	28	-30	7
CCCCC(=O)OCc1nc(N)nc(Nc2ccccc2C)n1	-27	15	-14	-20	-0.5	-1	-5	9	-97	-1	-7
O=C(CC1c2ccccc2Oc2ccccc21)N1CCN(c2ccccn2)CC1	-10	-13	-10	-41	0.9	2	10	-13	18	1	7
CC(C)(C)SCCNC(=O)CN(c1ccccc1)S(=O)(=O)c1ccc(F)cc1	2	5	13	24	4.0	4	13	-24	9	2	-3
CC1CCc2c(sc(NC(=O)c3ccc(-c4ccccc4[N+](=O)[O-])o3)c2C#N)C1 (configuration not stated)	-120	-11	-8	-80	1.7	-1	-30	-1	-39	-20	13
CC(=O)Nc1ccc(NC(=O)CCSCCc2ccccn2)cc1	8	0	-6	-8	-0.5	-1	-9	0	4	-2	9
CCC1=NN2C(=N)/C(=C/c3ccc(OS(=O)(=O)c4ccccc4)cc3)C(=O)N=C2S1	-10	-7	2	-22	-0.1	2	-8	12	-22	2	0
COc1ccc(C(NC(=O)C2C3C=CC(C3)C2C(=O)O)c2ccccc2)cc1 (configuration not stated)	11	0	-24	1	0.3	2	-4	-6	-12	-3	7
NC(=O)CSc1nc2ccc([N+](=O)[O-])cc2[nH]1	4	-54	15	-5	1.6	-1	6	2	7	3	-7
Cc1ccc(S(=O)(=O)N2CCCCC2)cc1NC(=O)CCc1nc2ccccc2c(=O)[nH]1	13	-15	-13	9	4.8	-2	-4	19	6	1	11
COc1ccc(C(=O)/C=C/c2ccc(OC3CSC3)cc2)cc1OC	0	-42	-17	29	-0.5	1	-7	1	25	4	3
O=C(NCC1CCCO1)c1ccccc1-c1nc(-c2ccc(F)cc2)no1 (configuration not stated)	-21	-17	13	-8	3.3	4	-9	-3	-2	2	-1
CCOC(=O)[C@H]1[C@H]2COc3ccc(Br)cc3[C@@H]2N2C(=O)[C@H](C)NC(=O)[C@@]12C	8	-11	-7	-27	-0.4	x	-1	6	11	-8	-2
CCOC(=O)c1c(COC(=O)c2ccco2)nc2ccccc2[n+]1[O-]	6	-9	4	6	-0.3	1	-11	7	-10	-3	-15
CCCCCC(=O)N1C[C@@H](n2cc(-c3ccc(F)cc3)nn2)[C@H](O)C[C@@H]1c1ccc(C)cc1	7	19	-12	53	-1.7	x	x	8	15	6	5
Cc1ccc(N2C(=O)C3ON(c4ccccc4)C(CC(C)C)C3C2=O)cc1 (configuration not stated)	-17	-7	11	0	-0.3	-4	-23	-8	-33	-6	16
CCc1noc(C)c1C(=O)Nc1cc(C(F)(F)F)ccc1-n1cncn1	10	4	17	-4	-0.3	-2	5	-30	19	-3	-25
Cc1ccc(C(=O)Nc2ccc(Nc3ccccc3)cc2)c(Cl)c1	-3	-13	-4	-5	-0.6	-2	1	8	-26	-20	-18
CC1(C)C(=O)Nc2ccccc2N1C(=O)COC(=O)CNS(=O)(=O)c1ccc(Br)cc1Cl	2	-15	-7	-11	0.7	x	0	-8	-7	3	8
CN(CC(=O)Nc1ccccc1)CC(=O)Nc1ccc(F)cc1	4	-8	-5	25	1.0	0	-2	-11	8	-6	-5
NC(=O)C1CCN(C(=O)CNC(=O)c2ccc(Br)o2)CC1	4	12	-12	-9	-0.1	-3	11	4	-15	11	2
O=C1C=C(Nc2ccccc2O)c2ccccc2C1=O	-10	-45	-64*	25	-1.7	0	100*	64*	28	-4	48
N#CCSc1nc(-c2ccccc2)nc2ccccc12	7	-8	-3	4	-0.3	2	-7	-14	20	6	-23
O=C(CCc1nnc(CCc2ccccc2)o1)NC(c1cccnc1)C(F)(F)F (configuration not stated)	-9	4	15	11	-0.4	0	-3	-21	-12	3	4
CN(C)CCNc1c2c(nc3nnnn13)CCCC2	13	-26	-2	-1	-0.5	-1	3	11	4	8	-3
COCCNC(=O)C1(C)Cc2c(-c3ccc4c(c3)OCO4)ccnc2O1 (configuration not stated)	11	7	6	-5	2.3	x	x	-1	25	x	29
CCn1c(=O)c2ccccc2n(Cc2cccc([N+](=O)[O-])c2)c1=O	16	10	-2	2	0.2	-1	-9	17	17	7	-4
CC1CCc2c(sc(/N=C/c3ccco3)c2C(N)=O)C1 (configuration not stated)	-274	-57	-16	-12	-0.6	-3	-27	-1	-146	3	63*
O=C1C(=O)N2C(=C1C(=O)N1CCCCCC1)c1ccccc1CC21CCCC1	18	-8	13	5	-0.6	-1	-4	3	15	4	-18
Brc1ccc(OCCn2ccnc2)cc1	-8	-12	-10	-13	-0.6	2	-3	9	11	3	12
N#Cc1ncccc1CCc1cccc(Cl)c1	-68	-25	7	-12	0.8	-4	-44	-5	-52	-2	-10
COc1cc2c(cc1OC)C1(CCCC1)CNC2c1ccc([N+](=O)[O-])cc1 (configuration not stated)	17	-4	-13	17	1.9	-1	12	36	12	7	-6
Cc1[nH][nH]c(=O)c1C(c1ccc(-c2cccc(Cl)c2)o1)c1c(C)[nH][nH]c1=O	2	-12	-4	10	-0.4	4	8	-1	15	6	-1
Cc1cc(/C=C(/C#N)C(=O)Nc2ccccc2)c(C)n1-c1cccnc1	-304	-25	1	-39	-2.3	4	-55	14	-297	-16	38

Another view of part of the listing above:
Values in the order: HIF-2a block	NR2E3 ag-1	KKLEB cytotox	Shn3 inh set2	iPSC survival up	NR2E3 ag-2	TRPM1 prom inh	CF NFkB inh	Peg3 promoter	LMP1 NFkB inh	C8 TRAIL sens
> COc1ccc(C(=O)/C=C/c2ccc(OC3CSC3)cc2)cc1OC
→ 0	-42	-17	29	-0.5	1	-7	1	25	4	3
> O=C(NCC1CCCO1)c1ccccc1-c1nc(-c2ccc(F)cc2)no1 (configuration not stated)
→ -21	-17	13	-8	3.3	4	-9	-3	-2	2	-1
> CCOC(=O)[C@H]1[C@H]2COc3ccc(Br)cc3[C@@H]2N2C(=O)[C@H](C)NC(=O)[C@@]12C
→ 8	-11	-7	-27	-0.4	x	-1	6	11	-8	-2
> CCOC(=O)c1c(COC(=O)c2ccco2)nc2ccccc2[n+]1[O-]
→ 6	-9	4	6	-0.3	1	-11	7	-10	-3	-15
> CCCCCC(=O)N1C[C@@H](n2cc(-c3ccc(F)cc3)nn2)[C@H](O)C[C@@H]1c1ccc(C)cc1
→ 7	19	-12	53	-1.7	x	x	8	15	6	5
> Cc1ccc(N2C(=O)C3ON(c4ccccc4)C(CC(C)C)C3C2=O)cc1 (configuration not stated)
→ -17	-7	11	0	-0.3	-4	-23	-8	-33	-6	16
> CCc1noc(C)c1C(=O)Nc1cc(C(F)(F)F)ccc1-n1cncn1
→ 10	4	17	-4	-0.3	-2	5	-30	19	-3	-25
> Cc1ccc(C(=O)Nc2ccc(Nc3ccccc3)cc2)c(Cl)c1
→ -3	-13	-4	-5	-0.6	-2	1	8	-26	-20	-18
> CC1(C)C(=O)Nc2ccccc2N1C(=O)COC(=O)CNS(=O)(=O)c1ccc(Br)cc1Cl
→ 2	-15	-7	-11	0.7	x	0	-8	-7	3	8
> CN(CC(=O)Nc1ccccc1)CC(=O)Nc1ccc(F)cc1
→ 4	-8	-5	25	1.0	0	-2	-11	8	-6	-5
> NC(=O)C1CCN(C(=O)CNC(=O)c2ccc(Br)o2)CC1
→ 4	12	-12	-9	-0.1	-3	11	4	-15	11	2

Going on with the list:
SMILES	HIF-2a block	NR2E3 ag-1	KKLEB cytotox	Shn3 inh set2	iPSC survival up	NR2E3 ag-2	TRPM1 prom inh	CF NFkB inh	Peg3 promoter	LMP1 NFkB inh	C8 TRAIL sens
CC(OC(=O)CCN1C(=O)C2CC=CCC2C1=O)C(=O)c1ccc(F)cc1 (configuration not stated)	4	-14	1	-49	1.3	-1	1	9	-2	-2	-7
CCOc1ccc(C(=O)NCCc2ccccc2)cc1	-17	-113	-3	-1	-4.1	0	14	2	-63	17	41
CCOC(=O)c1[nH]c(C)c(C(=O)OCC(=O)N(C)C2CCS(=O)(=O)C2)c1C (configuration not stated)	4	12	3	8	0.4	1	-13	-6	0	1	3
CCOc1ccc(NC(=O)c2ccccc2CO)cc1	-164	-17	4	x	-1.4	2	-57	-4	-129	-9	9
O=C(CCS(=O)(=O)c1ccc(F)cc1)Nc1nc(-c2ccncc2)cs1	6	-7	-10	24	-0.6	0	23	18	15	17	21
CCCN(CC(=O)Nc1ccc(F)c(F)c1F)C(=O)Cc1ccc(OC)c(S(=O)(=O)N2CCOCC2)c1	8	-22	1	-7	-1.0	x	x	6	17	-1	13
COc1cccc(-c2nc(CS(=O)(=O)CC(=O)Nc3cc(C)ccc3C)c(C)o2)c1	3	-4	1	-11	0.5	1	9	-10	14	3	-8
CC1=NC(=O)C(N=Nc2cccc(C(=O)O)c2)N1c1ccccc1 (configuration not stated)	54*	-161	-1	-7	0.9	-3	81*	2	47	37	3
O=C(/C=C/c1cccc(Cl)c1)Nn1c(-c2cccs2)nc2ccccc2c1=O	12	-21	-15	-1	1.5	-4	-1	-4	9	9	-2
COc1ccc(S(=O)(=O)N(C)C)cc1NC(=O)c1ccc(OCC(=O)N2CCOCC2)c(OC)c1	12	15	-3	6	-0.3	-3	-1	16	5	-9	8
Cc1ncsc1CCOC(=O)c1ccc(Cl)cc1	-24	8	5	-13	0.3	4	-38	-18	-148	0	1

Bioassay records (PubChem BioAssay)

Some of the compounds tested (hit frequency here may not be typical).
